PRC2 inh: EZH2/PRC2 methyltransferase inhibitors, primary screen, biochemical, DELFIA time-resolved fluorescence, single point. Histone-lysine N-methyltransferase EZH2 (Homo sapiens), Q15910. PRC2 H3K27 methylation, DELFIA TRF, 1 h. inhibition, % at 12.5 µM. 57,000 tested, 0.35% active;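 active means mean inhibition of replicates at least 50% and every single replicate also reaching 50%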;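 further: dimethyl H3K27 on biotinylated H3 21-44 peptide detected by antibody; plate controls were median neutral control wells for no effect and median positive control wells for full effect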
Target sequence (Q15910 whole entry, looked up): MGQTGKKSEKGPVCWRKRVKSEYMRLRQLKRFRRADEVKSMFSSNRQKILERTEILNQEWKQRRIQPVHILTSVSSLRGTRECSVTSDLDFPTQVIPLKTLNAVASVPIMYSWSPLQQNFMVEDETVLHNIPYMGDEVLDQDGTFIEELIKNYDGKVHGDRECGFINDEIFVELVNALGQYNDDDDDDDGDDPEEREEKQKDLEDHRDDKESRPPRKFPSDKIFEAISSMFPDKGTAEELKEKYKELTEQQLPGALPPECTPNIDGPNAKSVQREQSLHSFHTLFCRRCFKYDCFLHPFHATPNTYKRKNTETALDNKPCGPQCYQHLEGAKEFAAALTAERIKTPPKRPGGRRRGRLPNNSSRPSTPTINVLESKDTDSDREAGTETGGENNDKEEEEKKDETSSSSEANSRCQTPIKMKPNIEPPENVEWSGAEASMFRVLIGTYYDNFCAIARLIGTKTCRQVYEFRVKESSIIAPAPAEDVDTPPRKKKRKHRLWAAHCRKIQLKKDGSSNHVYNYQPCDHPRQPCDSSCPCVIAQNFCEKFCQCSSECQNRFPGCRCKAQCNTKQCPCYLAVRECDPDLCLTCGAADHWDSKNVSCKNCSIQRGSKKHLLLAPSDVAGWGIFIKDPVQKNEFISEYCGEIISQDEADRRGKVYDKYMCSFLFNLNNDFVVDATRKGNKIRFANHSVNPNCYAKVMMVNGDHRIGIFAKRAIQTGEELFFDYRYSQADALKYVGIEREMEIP
IDH1 mut inh: inhibitors of IDH1 R132H reductase, primary screen, biochemical, plate reader, single point. 70,000 tested, 0.18% active. diaphorase/resazurin fluorescence, 60 min. Isocitrate dehydrogenase [NADP] cytoplasmic (Homo sapiens), O75874. inhibition, % at 10 µM. AID 624101, 2012; in the data active means inhibition above about 34%;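 further: 0% = DMSO and 100% = no enzyme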
Active calls of the source: *; . = no result given; & = joins results of further samples. Only part of the results is shown. The share of hits here may be higher or lower than overall.

SMILES	PRC2 inh	IDH1 mut inh
Cn1nc([N+](=O)[O-])nc1Oc1ccccc1C(=O)N1CCOCC1	.	0.8
CCO[C@H]1OC(C(=O)NCc2nc3ccccc3[nH]2)=C[C@@H](c2cn(C(C)=O)c3ccccc23)[C@@H]1CCCO	-13	.
Cc1noc(C)c1NC(=O)NCC[C@H]1CC[C@@H](NC(=O)Nc2cccc(Cl)c2)[C@H](CO)O1	-2	-0.3
C[C@H]1CN([C@@H](C)CO)C(=O)c2cc(NC(=O)C3CC3)ccc2O[C@@H]1CN(C)C(=O)Nc1cccc2ccccc12	.	-4.1
C[C@@H]1CN([C@H](C)CO)C(=O)Cc2cc(NS(=O)(=O)c3ccccc3)ccc2O[C@H]1CN(C)C(=O)Nc1ccc(C(F)(F)F)cc1	.	0.5
C[C@H]1CN([C@@H](C)CO)C(=O)c2cccc(NC(=O)C3CC3)c2O[C@@H]1CN(C)Cc1ccccc1	.	2.3
CCC(=O)N(C)C[C@H]1Oc2ncc(-c3ccccc3C)cc2C(=O)N([C@@H](C)CO)C[C@@H]1C	-6	-3.5
COc1c2ccoc2cc2oc(=O)ccc12	52*	0.0
O=C(O)C1=C[C@@H](C2CCCCC2)C[C@@H](OCc2ccc(CO)cc2)O1	0	.
COc1ccc(S(=O)(=O)Nc2ccc3c(c2)C(=O)N(C)C[C@@H](OC)[C@H](C)CN(Cc2cc(F)ccc2F)[C@H](C)CO3)cc1	-6	0.0
C[C@H](NC(=O)C[C@H]1C[C@H]2c3cc(NS(=O)(=O)c4ccc(F)cc4)ccc3O[C@H]2[C@@H](CO)O1)c1ccccc1	4	-0.2
COCC(=O)Nc1ccc2c(c1)OC[C@H](C)N(Cc1ccccc1)C[C@H](C)[C@H](OC)CN(C)C2=O	-8	0.0
COCC#Cc1cnc2c(c1)C(=O)N([C@@H](C)CO)C[C@H](C)[C@H](CN(C)C(=O)C1CCOCC1)O2	-7	-0.5
C[C@H](CO)N1C[C@H](C)[C@@H](CN(C)Cc2ccccn2)Oc2cc(-c3ccc(C#N)cc3)ccc2S1(=O)=O	-1	-0.2
COc1ccc(CN(C)C[C@H]2Oc3ccc(NS(=O)(=O)c4ccc(F)cc4)cc3CC(=O)N([C@@H](C)CO)C[C@H]2C)cc1	7	2.4
CC(C)NC(=O)N(C)C[C@H]1Oc2ccc(NS(=O)(=O)c3cccs3)cc2C(=O)N([C@H](C)CO)C[C@@H]1C	.	0.2
Cc1scc(C(=O)Nc2cccc(Cn3cccn3)c2)c1-c1ccccc1	-6	-0.6
COCC(=O)Nc1ccc2c(c1)C(=O)N(C)C[C@@H](OC)[C@H](C)CN(C(=O)CN1CCOCC1)[C@H](C)CO2	0	-0.4
CNC[C@@H]1Oc2ccc(NC(=O)Nc3ccc(OC)cc3)cc2CC(=O)N([C@@H](C)CO)C[C@@H]1C	4	2.3
O=C(NCC[C@@H]1CC[C@@H](NS(=O)(=O)c2ccccc2)[C@@H](CO)O1)c1ccccc1F	1	0.1

Reprinted from above for reference:
SMILES	PRC2 inh	IDH1 mut inh
Cn1nc([N+](=O)[O-])nc1Oc1ccccc1C(=O)N1CCOCC1	.	0.8
CCO[C@H]1OC(C(=O)NCc2nc3ccccc3[nH]2)=C[C@@H](c2cn(C(C)=O)c3ccccc23)[C@@H]1CCCO	-13	.
Cc1noc(C)c1NC(=O)NCC[C@H]1CC[C@@H](NC(=O)Nc2cccc(Cl)c2)[C@H](CO)O1	-2	-0.3
C[C@H]1CN([C@@H](C)CO)C(=O)c2cc(NC(=O)C3CC3)ccc2O[C@@H]1CN(C)C(=O)Nc1cccc2ccccc12	.	-4.1

Other structures follow.
SMILES	PRC2 inh	IDH1 mut inh
COc1ccc(-c2ccc3c(c2)O[C@@H](CN(C)CC2CC2)[C@@H](C)CN([C@@H](C)CO)S3(=O)=O)cc1	-19	-2.0
C[C@H]1CN([C@@H](C)CO)C(=O)Cc2cc(NC(=O)Nc3ccc4c(c3)OCO4)ccc2O[C@@H]1CN(C)C(=O)Nc1ccc2c(c1)OCO2	.	-1.7
C[C@H]1CN([C@@H](C)CO)C(=O)c2cc(C#CC3(O)CCCC3)cnc2O[C@@H]1CN(C)C	-2	-1.5
C[C@@H]1CN([C@@H](C)CO)C(=O)c2cc(Br)cnc2O[C@H]1CN(C)Cc1ccccc1	31	-0.5
C[C@@H]1CCCCO[C@@H](CN(C)S(=O)(=O)c2ccc(F)cc2)[C@@H](C)CN([C@H](C)CO)C(=O)c2cc(NC(=O)Nc3ccc4c(c3)OCO4)ccc2O1	.	-2.2
O=C(O)C[C@H]1C=C[C@@H](NC(=O)c2ccncc2)[C@H](CO)O1	6	-0.1
COc1ccc(CN(C)C[C@@H]2Oc3ccc(NS(=O)(=O)c4ccc(C)cc4)cc3C(=O)N([C@@H](C)CO)C[C@H]2C)cc1	20	.
N#Cc1ccccc1CSc1nnc(N)n1-c1ccccc1	2	0.1
C[C@H](CO)N1C[C@H](C)[C@@H](CN(C)C(=O)C2CC2)Oc2ncc(-c3ccncc3)cc2C1=O	4	.
CNC(=O)CN(c1ccccc1)S(=O)(=O)c1ccc(F)cc1	.	0.3
Cn1c(SCC(=O)c2cc(C(C)(C)C)c(O)c(C(C)(C)C)c2)nnc1-c1ccncc1	-1	-1.1
C[C@H](CO)N1C[C@H](C)[C@@H](CN(C)Cc2ccc(C(F)(F)F)cc2)Oc2ccc(NC(=O)Nc3ccc(C(F)(F)F)cc3)cc2C1=O	.	-1.2
O=C(N[C@@H]1CC[C@@H](CCn2cc(C3(O)CCCC3)nn2)O[C@H]1CO)c1ccccc1F	-1	-0.1
C[C@H](CO)N1C[C@H](C)[C@H](CN(C)Cc2ccc(C(F)(F)F)cc2)OCCCC[C@H](C)Oc2ccc(NC(=O)C3CCCCC3)cc2C1=O	.	0.7
NC(=O)COc1ccccc1/C=N/NC(=O)c1cccc(C(=O)NO)c1	-2	-0.4
CNC[C@@H]1Oc2ccc(NS(=O)(=O)c3ccccc3)cc2C(=O)N([C@H](C)CO)C[C@H]1C	.	1.1
C[C@H](CO)N1C[C@H](C)[C@@H](CN(C)C(=O)Nc2ccccc2F)Oc2ncc(-c3ccccc3)cc2C1=O	6	3.7
O=C1CC(c2ccccc2)N=C(SCC(=O)Nc2ccc3ccccc3c2)N1 (stereo not given)	2	-0.3
C[C@@H]1CCCCO[C@H](CN(C)S(=O)(=O)c2ccccc2)[C@@H](C)CN([C@H](C)CO)C(=O)c2cc(NC(=O)Nc3ccccc3)ccc2O1	.	0.1
C[C@@H]1CCCCO[C@H](CN(C)C(=O)c2ccncc2)[C@@H](C)CN([C@@H](C)CO)C(=O)c2cc(NC(=O)NC3CCCCC3)ccc2O1	.	-2.2

Single records, from the list above. Values in the order: PRC2 inh, IDH1 mut inh
CNC(=O)CN(c1ccccc1)S(=O)(=O)c1ccc(F)cc1 is entered as ., 0.3
COc1ccc(-c2ccc3c(c2)O[C@@H](CN(C)CC2CC2)[C@@H](C)CN([C@@H](C)CO)S3(=O)=O)cc1 is entered as -19, -2.0
CCC(=O)N(C)C[C@H]1Oc2ncc(-c3ccccc3C)cc2C(=O)N([C@@H](C)CO)C[C@@H]1C is entered as -6, -3.5
Cc1noc(C)c1NC(=O)NCC[C@H]1CC[C@@H](NC(=O)Nc2cccc(Cl)c2)[C@H](CO)O1 is entered as -2, -0.3

New compounds follow:
SMILES	PRC2 inh	IDH1 mut inh
CN1CCN(C(=O)C2=C[C@H](C(C)(C)C)C[C@H](OCc3ccc(CO)cc3)O2)CC1	-1	.
Cc1ccccc1S(=O)(=O)NCC[C@H]1CC[C@H](NS(=O)(=O)c2ccccc2C)[C@H](CO)O1	-6	-0.3
C[C@@H]1CN([C@@H](C)CO)S(=O)(=O)c2ccc(Br)cc2O[C@@H]1CN(C)C(=O)c1ccc(F)cc1	-9	.
CC1(C)O[C@@H]2C[C@H]3[C@@H]4C[C@H](F)C5=CC(=O)C=C[C@]5(C)[C@H]4[C@@H](O)C[C@]3(C)[C@]2(C(=O)CO)O1	9	0.2
C[C@H]1CN([C@@H](C)CO)C(=O)Cc2cc(NS(=O)(=O)c3ccc(Cl)cc3)ccc2O[C@H]1CN(C)Cc1ccc(Oc2ccccc2)cc1	.	-0.6
CC(C)C#Cc1ccc2c(c1)O[C@H](CN(C)C(=O)CN(C)C)[C@H](C)CN([C@@H](C)CO)S2(=O)=O	4	-11
C[C@H](CO)N1C[C@H](C)[C@@H](CN(C)S(C)(=O)=O)Oc2cc(C3=CCCCC3)ccc2S1(=O)=O	-7	-0.5
C[C@@H]1CN([C@H](C)CO)C(=O)c2cc(-c3ccc(C#N)cc3)cnc2O[C@H]1CN(C)C(=O)Nc1ccc(F)cc1	.	-0.6
CC[N+](C)(CC)CC(=O)Nc1c(C)cccc1C	0	-0.7
O=C(C[C@@H]1C[C@@H]2c3cc(NC(=O)C4CCC4)ccc3O[C@@H]2[C@@H](CO)O1)NC1CCCC1	-1	-0.4
CCCNC(=O)Nc1ccc2c(c1)C(=O)N(C)C[C@@H](OC)[C@@H](C)CN(C)[C@H](C)CO2	6	0.2
COc1ccc(S(=O)(=O)N(C)CC(=O)Nc2ccccc2SC)cc1	10	0.2
CC(C)C#Cc1cnc2c(c1)C(=O)N([C@H](C)CO)C[C@H](C)[C@H](CN(C)Cc1ccccc1F)O2	29	0.2
COc1cc([N+](=O)[O-])ccc1NC(=O)CN(C)S(=O)(=O)c1ccc2ccccc2c1	12	0.2
Cc1ccc(S(=O)(=O)N[C@H]2CC[C@H](CC(=O)NC3CCCCC3)O[C@H]2CO)cc1	1	0.1
C[C@H]1CN([C@@H](C)CO)C(=O)c2cccc(NS(C)(=O)=O)c2O[C@H]1CN(C)C	5	1.3
NCC[C@@H]1CC[C@@H](NC(=O)C2CCCC2)[C@H](CO)O1	5	-0.4
O=C(O)c1ccc(/C=N/NC(=O)c2ccccn2)cc1	31	.
CO[C@@H]1CN(C)C(=O)c2ccc(NC(=O)c3ccccc3F)cc2OC[C@H](C)N(CC2CC2)C[C@@H]1C	3	0.3
c1ccc(Cn2c(SCCN3CCOCC3)nc3ccccc32)cc1	-1	1.4

The list goes on, overlapping the part above by 2 compounds.
SMILES	PRC2 inh	IDH1 mut inh
CO[C@@H]1CN(C)C(=O)c2ccc(NC(=O)c3ccccc3F)cc2OC[C@H](C)N(CC2CC2)C[C@@H]1C	3	0.3
c1ccc(Cn2c(SCCN3CCOCC3)nc3ccccc32)cc1	-1	1.4
C/C=C/c1ccc2c(c1)O[C@@H](CN(C)C(=O)Nc1ccc(OC)cc1)[C@@H](C)CN([C@@H](C)CO)S2(=O)=O	-8	-0.2
CC(C)Oc1cccc(-n2c(CCc3c[nH]c4ccc(Br)cc34)nc3ccccc3c2=O)c1	-76	0.0
CCCNC(=O)N(C)C[C@H]1Oc2ncc(-c3ccc(C(=O)N(C)C)cc3)cc2C(=O)N([C@@H](C)CO)C[C@@H]1C	-1	-3.9
CCCNC(=O)N(C)C[C@@H]1Oc2cc(C3=CCCC3)ccc2S(=O)(=O)N([C@@H](C)CO)C[C@@H]1C	-4	.
NC(=O)C1(N2CCCCC2)CCN(CC(=O)Nc2ccccc2Sc2ccccc2)CC1	-1	-0.2
C[C@H](CO)N1C[C@H](C)[C@@H](CN(C)C(=O)Nc2ccccc2)Oc2ccc(NC(=O)Nc3cccc4ccccc34)cc2CC1=O	-29	1.1
CCC(=O)N1C[C@H](C)[C@@H](OC)CN(C)C(=O)c2cc(NC(=O)C3CCOCC3)ccc2OC[C@@H]1C	0	0.2
CC(C)COC(=O)N(C)C[C@H]1OCc2cnnn2CCCC(=O)N([C@@H](C)CO)C[C@@H]1C	10	-0.7
CO[C@H]1CN(C)C(=O)c2cc(NS(C)(=O)=O)ccc2OC[C@H](C)N(C(=O)C2CCCCC2)C[C@H]1C	1	0.0
CO[C@@H]1CN(C)C(=O)c2ccc(NC(=O)NC(C)C)cc2OC[C@H](C)N(C(=O)CC2CC2)C[C@@H]1C	-3	6.8
C[C@H](NC(=O)C[C@H]1CC[C@H](NC(=O)C2CC2)[C@@H](CO)O1)c1ccccc1	-2	1.3
C[C@@H]1CCCCO[C@H](CN(C)C(=O)Nc2ccc(C(F)(F)F)cc2)[C@@H](C)CN([C@@H](C)CO)C(=O)c2cc(NS(=O)(=O)c3cccs3)ccc2O1	.	1.0
C[C@H]1CN([C@@H](C)CO)S(=O)(=O)c2ccc(Br)cc2O[C@H]1CN(C)C(=O)CN(C)C	11&-9	0.1
COc1ccc(CN(C)C[C@H]2OCCCC[C@@H](C)Oc3ccc(NC(=O)c4ccccc4)cc3C(=O)N([C@@H](C)CO)C[C@@H]2C)cc1	.	-0.6
CCn1c(SCC(=O)Nc2ccc(F)cc2)nnc1-c1cccc(Cl)c1	-2	-0.3
O=C(COc1ccc(Cl)cc1Cl)Nc1c[nH]c(=O)[nH]c1=O	.	0.2
C[C@H]1CN([C@@H](C)CO)C(=O)c2cccc(NC(=O)c3ccc(-c4nccs4)cc3)c2O[C@H]1CN(C)Cc1ccc2c(c1)OCO2	.	-3.0
Cc1sc2ncnc(SCC(=O)Nc3ccccc3Cl)c2c1C	13	0.0
Cc1cc(Br)c(NC(=O)CSc2nccc(=O)[nH]2)cc1C	-11	0.1
O=C(CCCn1cc([N+](=O)[O-])cn1)Nc1cccc(C(F)(F)F)c1	5	0.0
C[C@H](CO)N1C[C@H](C)[C@H](CN(C)S(=O)(=O)c2ccc(F)cc2)Oc2ccc(NC(=O)NC3CCCCC3)cc2C1=O	-6	.
C[C@H](CO)N1C[C@H](C)[C@@H](CN(C)Cc2ccc(C(=O)Nc3ccccc3N)cc2)Oc2ccc(NC(=O)Nc3ccc4c(c3)OCO4)cc2CC1=O	.	-0.4
COCC(=O)N(C)C[C@H]1Oc2ncc(C#Cc3ccc(OC)cc3)cc2C(=O)N([C@@H](C)CO)C[C@H]1C	.	-0.3
CNC[C@@H]1OCCCC[C@@H](C)Oc2ccc(NS(=O)(=O)c3ccc(F)cc3)cc2C(=O)N([C@@H](C)CO)C[C@@H]1C	4	7.6
